Compound activity as filed in PubChem.
NALP3 yeast inh: NALP3 inhibition in yeast | inhibition, % at 10 µM | 330,000 compounds, 0.39% hits | Yeast reconstituted NLRP3/ASC/caspase-1, beta-gal luminescence, 24 h;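 active means inhibition of 50% or more; inactive means inhibition below 50%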;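 further: plate controls were induced DMSO wells for no effect and uninduced yeast grown without galactose for full effect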
MPTP inh: permeability transition pore inhibition | AID 602449 | inhibition, % at 10 µM | 360,000 compounds, 1.4% hits | isolated mouse mitochondria, Ca2+ swelling absorbance, 30 min;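 active means inhibition of 50% or more, scaled per plate between neutral and stimulator controls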;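 further: 0% = DMSO wells given calcium and 100% = 1 mM EGTA wells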
TIM10 inh: inhibits growth of TIM10 yeast strain; S. cerevisiae TIM10 strain growth, BacTiter-Glo luminescence, 24 h; inhibition, % at 10 µM; 330,000 compounds, 1.4% hits;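 active means inhibition of 40% or more at the single tested concentration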;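 further: wild-type TIM10 isogenic control strain grown at permissive 25 °C; 0% = DMSO yeast wells and 100% = minimal medium wells without yeast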
APJ ag: agonists of human APJ apelin receptor; CHO-K1 APJ PathHunter beta-arrestin, luminescence; 0% DMSO wells, 100% apelin; activation, % at 20 µM; 330,000 compounds, 0.11% hits;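 active means activation more than six SD over the plate average, tested at 20 µM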;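 further: 0% = DMSO alone and 100% = apelin-13 at 10 nM; some results filed as inactive read as strong as hits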
Target sequence (P35414 whole entry, looked up): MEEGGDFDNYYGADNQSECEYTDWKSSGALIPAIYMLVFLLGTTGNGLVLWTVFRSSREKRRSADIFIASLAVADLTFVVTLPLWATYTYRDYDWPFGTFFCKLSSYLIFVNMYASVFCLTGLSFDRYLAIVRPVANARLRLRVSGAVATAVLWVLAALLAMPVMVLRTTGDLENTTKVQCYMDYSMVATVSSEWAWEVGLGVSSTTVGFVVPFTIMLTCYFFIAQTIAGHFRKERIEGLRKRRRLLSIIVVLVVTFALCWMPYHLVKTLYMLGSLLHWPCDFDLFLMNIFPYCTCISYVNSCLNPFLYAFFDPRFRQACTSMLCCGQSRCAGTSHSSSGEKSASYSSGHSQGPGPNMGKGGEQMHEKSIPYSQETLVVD
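Assay system: CHO-K1 cells stably expressing ProLink-tagged human APJ and arrestin–beta-gal acceptor. Compound dosing: 20 µM single point, 1% DMSO. Times: 16-18 h seeding, 90 min dark compound exposure, 60 min detection. Detection: beta-gal luminescence. Evaluation: APJ–arrestin association signal. Controls: negative DMSO alone, positive Apelin-13 at 10 nM.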
tim23-1 inh: tim23-1 yeast growth inhibition; 330,000 compounds, 1.3% hits; S. cerevisiae tim23-1 growth, BacTiter-Glo luminescence, 24 h; inhibition, % at 20 µM;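 active means growth inhibition of the mutant yeast at or above 50%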;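 further: temperature-sensitive mutant grown at 25 °C; plate controls were DMSO-treated mutant yeast for no effect and medium wells lacking yeast for full effect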
beta cell repl: inducers of beta-cell replication in MIN6 cells | MIN6 cells proliferation, ATPlite luminescence, 48 h; cells starved in 0.2% serum; 100% = growth in 10% serum | proliferation, % at 10 µM | 330,000 compounds, 0.29% hits;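 active means compounds whose signal lies at least 3.5 SD above the mean of all wells on their plate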;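 further: 0% = DMSO-treated cells in low-serum medium and 100% = 10% serum control; some compounds called inactive have numbers as strong as hits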
APJ antagonist: blocks the human apelin receptor APJ; P35414; CHO-K1 APJ beta-arrestin complementation, luminescence; inhibition, % at 20 µM; 330,000 compounds, 0.32% hits; AID 2521;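 active means inhibition above about 40% at 20 µM, limit read from the data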;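 further: cells challenged with 10 nM apelin-13 agonist together with compound; plate controls were apelin-13 plus DMSO wells for no effect and DMSO wells lacking apelin-13 for full effect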
tim10-1 inh: tim10-1 yeast growth inhibition. S. cerevisiae tim10-1 ts strain growth, BacTiter-Glo, 24 h. 330,000 compounds, 2.2% hits. AID 463190. inhibition, % at 20 µM;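 active means inhibition of at least 40%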;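 further: mutant grown at 25 °C; 0% = DMSO wells with yeast and 100% = wells holding no yeast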
GRIN3A LBD mod: modulates the human NR3A ligand-binding domain; 340,000 compounds, 2.5% hits; NR3A LBD differential scanning fluorimetry, Tm shift; 0% = protein alone, 100% = glycine-bound protein; Tm shift relative to glycine control, % at 25 µM; AID 1259313;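 active means melting temperature shift of at least 10% of the positive control shift, at one fixed dose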
Numbers without * were called inactive; x = no result given.

SMILES | NALP3 yeast inh | MPTP inh | TIM10 inh | APJ ag | tim23-1 inh | beta cell repl | APJ antagonist | tim10-1 inh | GRIN3A LBD mod
COc1cc(C2CC(=O)Nc3cc(C)c(C)cc32)cc(OC)c1OC (stereo unspecified) | 13 | 0.8 | -21 | 2 | 8 | 0 | 0 | 8 | -5
CC(=O)Nc1cccc(NC(=O)c2ccc([N+](=O)[O-])cc2Cl)c1 | 16 | 0.7 | 0 | 3 | 15 | 0 | -8 | 4 | -11
Clc1nc(Cl)nc(N(c2ccccc2)c2ccccc2)n1 | 16 | 0.5 | 10 | -1 | 6 | 0 | 8 | 8 | 0
C=CCn1c(C)nnc1SCC(=O)Nc1cc(S(=O)(=O)N2CCCC2)ccc1Cl | 15 | -1.0 | -7 | -1 | -10 | 0 | 11 | 0 | -1
O=c1c2ccc([N+](=O)[O-])cc2ncn1CCOc1ccc(Cl)cc1 | 16 | -2.4 | 39 | 0 | 62* | -3 | -40 | 7 | -22
CCCCCC(=O)N1CCN(CCN=CC2=C(O)CC(c3ccco3)CC2=O)CC1 (stereo unspecified) | 53* | -0.8 | 14 | 1 | 19 | 0 | -6 | 9 | 1
Cc1ccc(NC(=O)c2cc3c(=O)oc4ccc(C)cc4c3s2)nc1 | -5 | x | -4 | 0 | -11 | -5 | 4 | 14 | x
O=C(Nc1ccc(F)cc1)Nc1ccc(S(=O)(=O)N2CCCC2)cc1 | 9 | 83* | 7 | 2 | 22 | -1 | -20 | 19 | 28*
CC1CCN(S(=O)(=O)c2cccc(C(=O)NNC(=O)c3ccco3)c2)CC1 | -3 | 1.5 | 4 | 0 | 13 | 0 | -5 | 15 | -1
COC(=O)c1nc(NC2=NCCCCC2)n[nH]1 | 15 | -1.3 | 11 | 3 | 18 | -4 | 5 | 14 | 0
CCc1ccccc1NC(=O)CSc1nnc(C2CC2)n1CC1CCCO1 (stereo unspecified) | -1 | -0.3 | -14 | 0 | 10 | 1 | -13 | 7 | -2
CCOC(=O)CSc1nc2ccccc2c(=O)n1NC(=O)c1ccccc1 | -8 | -0.5 | 34 | -1 | 26 | 0 | 14 | 14 | 1

Shown as a hit in GRIN3A LBD mod, among the entries above:
mol	NALP3 yeast inh	MPTP inh	TIM10 inh	APJ antagonist	GRIN3A LBD mod
O=C(Nc1ccc(F)cc1)Nc1ccc(S(=O)(=O)N2CCCC2)cc1	9	83*	7	-20	28*

More records follow:
SMILES | NALP3 yeast inh | MPTP inh | TIM10 inh | APJ ag | tim23-1 inh | beta cell repl | APJ antagonist | tim10-1 inh | GRIN3A LBD mod
O=C(c1ccccn1)N(CC1CCCO1)C1(C(=O)NC2CCCCC2)CCCCC1 (stereo unspecified) | 10 | 0.7 | 15 | 1 | 23 | 1 | 26 | 8 | 0
COc1ccccc1Nc1c2ccccc2nc2ccccc12 | 16 | 3.9 | -1 | -2 | -10 | -6 | 8 | -4 | -2
COc1ccc2nc(NC(=O)[C@@H]3CCCN3C(=O)c3cccs3)sc2c1 | -2 | 0.7 | 13 | -5 | 26 | -4 | -21 | 45* | 0
O=c1oc(-c2ccccc2)nc2c1C1(CCCCC1)Cc1ccccc1-2 | 3 | -1.1 | -10 | -3 | 11 | -6 | -4 | 7 | 3
COCc1cc(CNC(=O)C2CCC(=O)N(Cc3ccccc3F)C2)[nH]n1 (stereo unspecified) | 16 | 0.3 | 4 | 3 | -8 | 3 | 7 | -9 | 0
O=C(COc1ccccc1-c1ccccc1)NCCN1C(=O)S/C(=C\c2cccnc2)C1=O | 14 | 4.3 | 39 | 1 | 36 | 0 | 4 | 24 | -3
COc1ccc(CCNC(=O)c2c(O)c3c([nH]c2=O)CCCC3)cc1 | 22 | 6.4 | -23 | -4 | -28 | -3 | -2 | 5 | 1
CCCN(CC(=O)Nc1ccc(F)c(F)c1F)CC(=O)Nc1c(Cl)cccc1Cl | 5 | 0.4 | -9 | -2 | 7 | 0 | 2 | 23 | 2
CCC(=O)Nc1ccc(N2CCCCC2)c(C(=O)Nc2ccc(OC)cc2)c1 | 11 | 0.4 | 8 | 1 | 41 | -1 | -4 | 39 | -9
O=C(c1ccc2c(=O)n(-c3ccccc3)c(=O)[nH]c2c1)N1CCN(c2ccc(F)cc2)CC1 | 5 | 0.1 | -11 | 0 | 7 | -2 | 4 | 12 | 3
COc1ccc(CCNC(=O)C2CC(c3ccccc3F)=NO2)cc1 (stereo unspecified) | 27 | 0.0 | 6 | 8 | 11 | 1 | -10 | 2 | -1
CCOc1c(Br)cc(CNc2ccc3c(c2)OCCO3)cc1OC | 17 | 0.3 | 3 | -4 | 12 | -3 | -20 | 16 | 3
CCOC(=O)CSc1snnc1C | 12 | 0.0 | -9 | -5 | 5 | -2 | 9 | 2 | -3
COc1ccc(N(C(=O)c2ccco2)S(=O)(=O)c2cc(OC)ccc2OC)cc1 | -13 | -0.6 | 19 | -1 | 29 | 3 | 13 | 17 | -1
O=C(CSc1cccc[n+]1[O-])NCC1CCCCC1 | 1 | -0.8 | -18 | -1 | 22 | -2 | -3 | -5 | 0
CC(C)COP(=O)(c1ccc(N(C)C)cc1)C(O)c1ccccc1 (stereo unspecified) | 1 | 0.0 | 10 | -1 | 20 | -2 | 12 | 37 | x
Cc1ccc(CN2CC(C(=O)N3CCN(S(=O)(=O)c4ccccc4)CC3)CC2=O)cc1 (stereo unspecified) | -1 | -1.6 | 10 | 6 | 11 | -5 | 1 | 7 | -4
CCC(C(=O)NC1CCCCC1)n1c(SCc2cccc(F)c2)nc2ccncc21 (stereo unspecified) | 1 | -2.6 | -5 | 1 | 12 | 1 | 4 | 6 | -19
Cc1cc(C)n(-c2ccc(C(=O)Nc3cc(C(F)(F)F)ccc3N3CCOCC3)cc2)n1 | 26 | 0.9 | 4 | -2 | 4 | -5 | 5 | -1 | -1
Cc1nn(CCCC(=O)NCCc2ccccc2)c(=O)c2nccn12 | 6 | -1.3 | -3 | 0 | 22 | 3 | 2 | 6 | 0
Cc1cccc(N2CC(C(=O)OCC(=O)c3c(N)n(CC(C)C)c(=O)n(C)c3=O)CC2=O)c1C (stereo unspecified) | 11 | -1.1 | 14 | 16 | 9 | -1 | -48 | -10 | 3
CCN(CC(=O)Nc1ccc(OC)cc1)C(=O)CSCC(=O)Nc1cc(C)on1 | 3 | -2.0 | 0 | -3 | -10 | -1 | -11 | -6 | 2
COc1ccc(N(CC(=O)Nc2ccccc2C(=O)NCC(C)C)S(C)(=O)=O)cc1 | -11 | 0.3 | 6 | -4 | 11 | 0 | -8 | 22 | -1
CCOc1ccccc1/C=c1\sc2nc(-c3ccco3)nn2c1=O | 13 | -1.9 | 45* | -3 | 52* | -2 | 5 | 54* | -11
O=C(CCN1CCOCC1)N1c2ccccc2Sc2ccc(Cl)cc21 | -19 | -2.1 | 17 | -5 | 22 | -6 | 25 | 31 | -2
Cc1cc(C(=O)N/N=C/c2c[nH]c3ccccc23)cs1 | 12 | 0.0 | 2 | 0 | 7 | -2 | -11 | -21 | 27*
N#CC/C(N)=N/NC(=O)CCCNc1ncc(C(F)(F)F)cc1Cl | 3 | 2.5 | -16 | -1 | 18 | -3 | -5 | 10 | -2
C#CCC(NC(=O)c1ccc(C(F)(F)F)cc1)C(=O)NCCC (stereo unspecified) | 7 | 0.2 | -4 | -1 | 1 | 1 | 1 | -12 | -2
COc1cc(C(=O)OC2CCN(C)CC2)cc(OC)c1OC | 11 | -1.7 | 9 | 0 | 12 | 0 | 5 | -2 | 1
C=CCc1c(C)nc(SC)nc1Nc1ccc(C(=O)O)cc1 | 6 | 0.7 | -13 | -1 | 2 | 1 | 8 | 22 | 0
Cc1cc(C)cc(NC(=O)C2CCN(S(=O)(=O)c3ccc4[nH]c(=O)ccc4c3)CC2)c1 | 6 | -2.9 | -19 | 4 | -14 | 2 | 12 | -10 | -9
CC1CCC/C(=C\Nc2ccc3c(c2)OCO3)C1=O (stereo unspecified) | -2 | 0.7 | 1 | 0 | 14 | -2 | 1 | 1 | -2
CCc1sc(-c2ccccc2)nc1C(=O)OC | 10 | 0.0 | 10 | -4 | 20 | 0 | 11 | -8 | 1
CSc1ccc(Cl)c(C(=O)OCC(=O)NC2CC2)c1 | 0 | -3.7 | 15 | -1 | -3 | 2 | 25 | 14 | 12*
CCC1(CC)Cc2ccccc2-c2nc(NCCCO)[nH]c(=O)c21 | -7 | 0.5 | 8 | -6 | 16 | 4 | -5 | 30 | 3
Cc1cc(C(=O)N2CCC(C(F)(F)F)n3nccc32)on1 (stereo unspecified) | 25 | 2.9 | -2 | 3 | 10 | -1 | -20 | -4 | 7
CCOC(=O)c1ccc(NC(=O)CN2C(=O)CNC2=O)cc1 | -2 | -0.4 | 1 | -1 | -1 | 0 | 16 | 23 | 0
O=C(C1Cc2ccccc2CN1S(=O)(=O)c1cccs1)N1CCCCCC1 (stereo unspecified) | -4 | -1.4 | 44* | -14 | 31 | 0 | 0 | 33 | 1
Cc1onc(-c2c(F)cccc2Cl)c1C(=O)OCC(=O)NC(N)=O | -13 | -0.8 | -2 | 0 | -4 | -3 | 14 | 2 | 0
CN(C(=O)COC(=O)/C=C/c1cccs1)c1c(N)n(Cc2ccccc2)c(=O)[nH]c1=O | 13 | -0.5 | -6 | 1 | 2 | 4 | -8 | 8 | 1
O=C(COc1ccc2ccccc2c1)N1CCN(C(=O)c2ccco2)CC1 | -3 | 0.2 | 11 | -3 | 8 | 0 | -1 | 33 | 0
CNc1ccccc1C(C)(C)c1cc(-c2cc(C)cc(C)c2)no1 | 2 | 4.8 | 5 | -2 | 22 | -2 | 4 | 28 | 2
CCOC(=O)Cc1csc(SCC(=O)NC2CCC(C)CC2)n1 (stereo unspecified) | 3 | -0.6 | -1 | -7 | 5 | -3 | 10 | 16 | -1
Oc1ccccc1N1CCN(c2ccc3ccccc3n2)CC1 | 23 | -1.0 | -1 | -1 | 23 | -1 | -2 | 2 | -4
NS(=O)(=O)c1c(Sc2ccccc2C(=O)O)ccc2ccccc12 | 32 | -0.3 | -28 | 1 | 11 | 1 | -22 | -34 | 0
O=C(Cc1ccc(Br)cc1)Nc1ncc([N+](=O)[O-])s1 | 25 | 74* | 10 | -1 | 11 | -4 | 10 | -2 | 4
O=C(O)c1ccc2c3n(nc2c1)-c1ccc(Cl)cc1CO3 | 0 | x | 18 | 0 | 21 | -5 | -12 | 4 | 2
CCOC(=O)C1C(=O)NC(N2CCN(c3ccccc3)CC2)=NC1c1ccco1 (stereo unspecified) | 14 | 2.1 | -9 | -4 | 2 | -2 | -5 | 6 | 2
CCCCCC[n+]1c(-c2ccccc2)csc1Nc1ccccc1 | 2 | 7.1 | 6 | -4 | -9 | -7 | 19 | -5 | 2
CS(=O)(=O)C1=NSC2=NC(=O)/C(=C\c3ccc(OS(=O)(=O)c4ccccc4)cc3)C(=N)N21 | 19 | 0.7 | 6 | -2 | -1 | 1 | 30 | 12 | 4
CC1Cc2ccccc2N1C(=O)CN1C(=O)NC2(CCCCC2)C1=O (stereo unspecified) | 16 | 1.4 | -3 | -3 | -5 | -2 | 7 | -18 | 0

Sorted by the number under APJ antagonist (descending): 3 from the list above
mol | APJ antagonist
CCOC(=O)CSc1snnc1C | 9
Cc1cc(C)n(-c2ccc(C(=O)Nc3cc(C(F)(F)F)ccc3N3CCOCC3)cc2)n1 | 5
NS(=O)(=O)c1c(Sc2ccccc2C(=O)O)ccc2ccccc12 | -22
